# KinaseGlo FLuc – blocks Kinase-Glo luciferase, a counter-screen artifact | 200,000 tested, 0.28% active | Q27757 | AID 1379 | Kinase-Glo luciferase, ATP luminescence, 8 min | Potency, µM (series often up to 38.3 µM), without a hit: at the top dose activity change, negative = inhibition, most hits filed as inhibitors; also: potency is read from the fitted curve at half-maximal effect; % is scaled to controls: 0 for no effect and ±100 for the full control effect; nearly all actives have a fitted effect of over 60% in size
#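 Luminescence was the read-out, taken after 8-minute incubation at ambient temperature. Luciferase turned over luciferin with 10 uM ATP in imidazole pH 7.2 buffer containing KCl, MgCl2, Tween 20 and BSA.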
# IMPase Li cell – IMPase inhibition in cells with lithium potentiation | CHO-M1 cells, IP1 TR-FRET (IP-One), carbachol + lithium | Potency, µM (top dose mostly 59.4 µM), without a hit: top-dose activity, negative = IMPase inhibition, actives largely listed as inhibitors | 210,000 tested, 0.35% active;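 also: IP1 builds up when IMPase is blocked and the TR-FRET signal falls; potency is read from the fitted curve at half-maximal effect; plate controls were basal vehicle for no effect and high inhibitor control for full effect; nearly all actives have a fitted effect of over 50% in size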
#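 Steps: plate 2000 CHO-M1 cells per well and culture 16–30 h; add compound and lithium; incubate 30 min, 37C; add d2-IP1 tracer and Eu cryptate anti-IP1 antibody in lysis buffer; read after 10 min at room temperature.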
# CBFb-RUNX1 inh – inhibitors of human CBF-beta and RUNX1 interaction; AlphaScreen CBFb-His/RUNX1-biotin binding, biochemical; Potency, µM (doses to about 59.8 µM), inactives show at the top dose activity, negative = inhibition, usual class: inhibitors; 230,000 tested, under 10 active; AID 1477; also: % of control where 0% means no effect
# Target sequence (Q01196 whole entry, looked up): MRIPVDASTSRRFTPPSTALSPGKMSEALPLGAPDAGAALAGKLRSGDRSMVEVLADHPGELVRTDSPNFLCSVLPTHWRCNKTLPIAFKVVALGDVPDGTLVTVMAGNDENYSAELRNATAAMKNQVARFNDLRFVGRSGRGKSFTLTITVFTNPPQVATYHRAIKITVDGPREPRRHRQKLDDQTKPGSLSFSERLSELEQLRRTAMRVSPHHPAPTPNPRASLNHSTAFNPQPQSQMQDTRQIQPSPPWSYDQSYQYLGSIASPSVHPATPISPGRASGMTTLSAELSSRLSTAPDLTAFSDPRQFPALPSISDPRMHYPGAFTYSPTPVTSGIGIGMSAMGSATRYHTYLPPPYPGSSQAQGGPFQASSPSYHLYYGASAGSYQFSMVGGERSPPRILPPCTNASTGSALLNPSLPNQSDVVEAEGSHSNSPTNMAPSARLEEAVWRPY
# Target sequence (Q13951 whole entry, looked up): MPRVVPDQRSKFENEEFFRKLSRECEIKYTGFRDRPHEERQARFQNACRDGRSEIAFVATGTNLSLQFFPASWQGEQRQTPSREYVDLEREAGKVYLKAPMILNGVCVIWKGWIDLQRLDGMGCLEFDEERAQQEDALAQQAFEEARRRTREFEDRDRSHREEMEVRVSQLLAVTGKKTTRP
#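 Interaction loss through any mechanism counts as activity. Pre-formed complex of His-CBF-beta and biotin-RUNX1 (30 nM apiece) is incubated with compound 15 min, then with 50 ng nickel and 50 ng streptavidin beads for 90 min before AlphaScreen detection.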
# Lamin A splicing – LMNA splicing modulation; HeLa LMNA splicing GFP/RFP minigene ratio, 48 h; Potency, µM (highest dose often 46.1 µM), without a hit: at the highest dose ratio change, negative = inhibition, usual class: inhibitors; 200,000 tested, 0.01% active; AID 1487; active = well fitted inhibition curve with a large enough effect in the signal ratio, with a control signal flat, not every such curve was filed as active; inconclusive = small, poorly fitted or top-dose-only effect, or effect the other way, or a change in a side signal; the % refers to the signal ratio; also: potency is read from the fitted curve at half-maximal effect; % is scaled to controls: 0 for no effect and ±100 for the full control effect
#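 S3 HeLa stable clones carrying a lamin A-EGFP splicing minigene plus DsRed2 were seeded at 600 cells/well in Opti-MEM with 2% FBS, pin-dosed and incubated 48 h at 37°C. Acumen cytometry (488 nm) gave the GFP/RFP total-intensity ratio.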
# NPSR antag – blocks cAMP signaling of the human neuropeptide S receptor | CHO-NPSR cells, cAMP TR-FRET, antagonist mode | Q6W5P4 | 220,000 tested, 1% active | Potency, µM (top dose mostly 38.3 µM), for the others: at the top dose activity change, negative = inhibition, hits mostly inhibitors | AID 1461; also: potency is read from the fitted curve at half-maximal effect; % is scaled to controls: 0 for no effect and ±100 for the full control effect; nearly all actives have a fitted effect of over 50% in size; many of its hits are not listed in these tables
# Target sequence (Q6W5P4 whole entry, looked up): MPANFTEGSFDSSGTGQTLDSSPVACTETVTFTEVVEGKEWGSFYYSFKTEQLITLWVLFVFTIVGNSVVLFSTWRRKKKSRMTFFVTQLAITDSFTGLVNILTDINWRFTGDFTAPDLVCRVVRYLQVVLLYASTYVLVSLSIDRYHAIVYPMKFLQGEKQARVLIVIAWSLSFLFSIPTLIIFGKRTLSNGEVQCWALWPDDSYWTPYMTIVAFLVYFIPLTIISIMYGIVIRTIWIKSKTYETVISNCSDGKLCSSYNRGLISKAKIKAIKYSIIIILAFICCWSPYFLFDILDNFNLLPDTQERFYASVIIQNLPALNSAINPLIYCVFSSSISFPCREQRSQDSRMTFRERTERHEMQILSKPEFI
# HttQ103 aggreg – reduces HttQ103-GFP aggregates in PC12 cells; PC12 HttQ103-GFP aggregates, Acumen cytometry, 40 h; Potency, µM (highest dose often 46.1 µM), inactives show at the top dose activity change, negative = inhibition, hits mostly inhibitors; 220,000 tested, 1.1% active; AID 1688; also: potency is read from the fitted curve at half-maximal effect; % is scaled to controls: 0 for no effect and ±100 for the full control effect; nearly all actives have a fitted effect of over 60% in size
#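 Aggregate formation scored by laser-scanning cytometer (488 excitation, 500–530 emission) in lysed PC12 cells expressing Q103-GFP after 100 nM tebufenozide induction; library tested in dose series, with ATPLite reagent added in the multiplex.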
# Epigenetic derep – epigenetic control regulation, reporter derepression. murine LDR cells, GFP reporter derepression, 30 h. Potency, µM (series often up to 53.9 µM), for inactives: top-dose GFP activation, most hits filed as activators. 280,000 tested, 0.2% active. AID 1865; also: potency is read from the fitted curve at half-maximal effect; % of control where 0% means no effect; nearly all actives have a fitted effect of over 60% in size
#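 Murine LDR cells bearing a silenced CMV-driven GFP reporter were exposed to compound for 30 h at 37 C. After PBS washes, GFP-positive cells (20-120 um objects) counted by laser-scanning microplate cytometry.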
# An asterisk follows results filed as active; ? = inconclusive; . = not tested or not shown; & = joins results of further samples; [ ] = remark or other dose. Unless noted, calls follow the shape of the dose curve; as a rule, active = well fitted curve in the direction sought with a large enough effect; inconclusive = small, poorly fitted or top-dose-only effect, or another doubt; inactive = no such curve, though single readings can be large; an effect the other way counts as inactive or inconclusive. These rows are one share of the data; rates above refer to the full screens.
# Start of the data: the first 2 entries as a preview:
SMILES,KinaseGlo FLuc,IMPase Li cell,CBFb-RUNX1 inh,Lamin A splicing,NPSR antag,HttQ103 aggreg,Epigenetic derep
CCOc1ccc(OCC)c(NC(=O)C2CCN(S(=O)(=O)c3cnc[nH]3)CC2)c1,-2.0%,11.5%[38.3 µM],3.9%,4.0%,-9.0%[46.1 µM],-12.1%,0.0%
O=C(Cc1cccs1)N/N=C/c1ccco1,1.6%,-1.7%,-2.9%,-10.6%,19.1%,-8.6%,1.0%

# This part in full, previewed entries included:
SMILES,KinaseGlo FLuc,IMPase Li cell,CBFb-RUNX1 inh,Lamin A splicing,NPSR antag,HttQ103 aggreg,Epigenetic derep
CCOc1ccc(OCC)c(NC(=O)C2CCN(S(=O)(=O)c3cnc[nH]3)CC2)c1,-2.0%,11.5%[38.3 µM],3.9%,4.0%,-9.0%[46.1 µM],-12.1%,0.0%
O=C(Cc1cccs1)N/N=C/c1ccco1,1.6%,-1.7%,-2.9%,-10.6%,19.1%,-8.6%,1.0%
O=C(CC1Sc2ccccc2NC1=O)OCc1cc(=O)oc2cc(O)ccc12 (configuration not stated),2.7%,2.0%,-13.2%,-7.5%,12.9%,-10.2%,-1.8%
Cc1ccnc2nc(C(=O)OCC(=O)NCCc3ccccc3)nn12,-0.5%,-10.6%,5.7%,-2.5%,18.9%,5.8%,0.0%
CCCOc1ccc(OCCn2nc(C(=O)O)c3ccccc3c2=O)cc1,-0.8%,8.9%,-5.1%,.,-35.1%,18.9%,-2.5%
CCC1=C(OC(=O)N(CC)CC)N2C(=O)OC(=NCCc3c[nH]c4ccccc34)[C@]2(Cc2ccccc2)[C@H]2C1=CC[C@H]1C(=O)N(CC)C(=O)[C@H]12,-3.0%,-3.0%,-5.6%&-4.2%,.,-19.2%,-12.0%[9.22 µM],1.5%&0.0%
COc1ccc(NCc2nnc(SCC(=O)NCc3ccco3)n2-c2ccccc2OC)cc1,2.4%,0.1%,0.9%,-11.2%,-7.3%[46.1 µM],6.9%,-2.0%
COCCN(C(=S)Nc1c(C)cccc1C)C(C)c1cccnc1 (configuration not stated),0.9%,-1.0%,2.2%,-11.8%,2.1%,-4.3%,-3.2%
COC(=O)COc1ccc2c(-c3cccc([N+](=O)[O-])c3)cc(=O)oc2c1,-22.4%,4.5%[38.3 µM],?,-11.7%[0.0737 µM],1.0%[46.1 µM],-7.9%,-0.8%
CCOC(=O)N1CCC(NC(=O)Cn2ncc3c4ccccc4n(C)c3c2=O)CC1,2.8%,-2.2%,-8.7%,?,7.8%,-14.6%,-1.0%
Cc1cc(C(=O)COC(=O)c2ccc[nH]c2=O)c(C)n1-c1ccc(Br)cc1,-1.8%,-10.8%,?,-17.4%,-9.7%,-6.8%,3.0%
CN(Cc1cnccn1)C(=O)CC1C(=O)NCCN1Cc1cccc(Oc2ccccc2)c1 (configuration not stated),0.8%,7.2%,1.2%,?,-18.5%,-17.7%[9.22 µM],0.0%
O=C(Nc1cccc(O)c1)c1ccc(C(=O)c2ccccc2)o1,-1.5%,9.6%,-5.6%,.,-5.6%,28.7%[9.22 µM],-1.9%[10.1 µM]
O=C1c2ccccc2NC(c2cccc(O)c2)N1NS(=O)(=O)c1ccccc1 (configuration not stated),1.8%,-2.1%,-1.2%,-6.9%[46 µM],-17.5%,-1.1%,-2.9%
O=C(N/N=C\c1ccccc1OCc1ccccc1)c1ccco1,-2.6%,24.9%,-8.7%,-16.2%,-15.0%,16.8%,-1.1%
O=C(COc1ccc(Cl)cc1Cl)NC(=O)N1CCOCC1,-1.4%,16.3%[38.3 µM],0.2%,2.9%,1.1%[46.1 µM],-0.6%,-0.2%
CCCc1ccc(-c2cc(C(=O)N/N=C/c3ccc([N+](=O)[O-])o3)c3ccccc3n2)cc1,-22.5%,32.6%[activator][38.3 µM],-23.0%,?,-6.9%[46.1 µM],10.6%,0.8%
C/C(CC(=O)Nc1ccc(Cl)c(C(F)(F)F)c1)=N\NC(=O)c1cccc(O)c1,-2.3%,-12.7%,-9.1%,?,7.4%,-13.1%,0.0%
C=C1CCN([C@@H](C)C(=O)OCc2cccc(C)c2)S(=O)(=O)c2ccccc21,.,.,?,.,-20.6%,6.7%[9.22 µM],0.0%
COCCCNc1nc(=S)[nH]c2cc(OC)c(OC)cc12,5.2%,-14.2%[38.3 µM],-7.1%,7.8%,?,3.7%,-2.8%
Oc1c(Cl)cc(Cl)cc1C=Nc1ccc2c(c1)OCCO2,-14.4%,-7.5%[38.3 µM],0.7%,-19.6%,-14.6%[46.1 µM],-19.7%,0.0%
N#CC1=C(N)NC(SCC(=O)c2ccc(Cl)cc2)=C(C#N)C12CCCC2,-3.4%,17.0%[38.3 µM],-18.8%,-10.9%,-24.8%[46.1 µM],?,1.0%
CC(C)NC(=O)/C(=N\O)c1ccccc1,-4.5%,-6.3%[38.3 µM],3.0%,14.0%,-7.2%[46.1 µM],12.6%,-2.3%
CC(C)COC(=O)c1ccc(N2C(=O)c3ccccc3C2=O)cc1,2.0%,-4.1%,9.8%,.,-28.7%,-0.9%,-0.1%
CO/N=C/C(C(C)=O)C(=O)Nc1ccc(Cl)cc1Cl (configuration not stated),0.3%,15.9%,2.9%,.,-1.2%,5.4%,0.9%
O=C(COC(=O)/C=C/c1ccco1)NCc1ccc2c(c1)OCO2,1.3%,1.1%,-25.5%,17.4%[46 µM],5.3%,-4.5%,3.2%
CC1(C)CC(=O)C(C=NC2CC(C)(C)NC(C)(C)C2)=C(O)C1,4.5%,-0.6%[38.3 µM],-0.2%,-0.4%,-14.0%[46.1 µM],11.4%,-0.2%
Cc1sc(NC(=O)CSc2nnc(C(C)C)n2C)c(C#N)c1C,-2.7%,0.5%,-0.3%,?,6.7%[46.1 µM],-22.1%,-3.5%
O=C(O)CCC/C=C\C[C@@H]1C(/C=C/[C@@H](O)COc2cccc(C(F)(F)F)c2)[C@@H](O)C[C@@H]1O (some centres not stated),.,4.9%,-3.6%,.,.,.,1.1%
COc1ccc(-c2csc(NC(=O)c3cccs3)c2C(=O)O)cc1OC,-0.9%,8.2%,-1.4%,.,-52.0%,7.6%,3.1%
Cc1ccc(NC(=O)CN(C)C(=O)c2ccc(Cl)c([N+](=O)[O-])c2)cc1,4.7%,2.7%,?,5.6%,22.1%,-14.0%,0.0%
CCCN(CCC)CC(O)Cn1cc(/C=C/C(=O)c2ccccc2)c2ccccc21 (configuration not stated),-0.4%,7.7%,6.7%,.,?,-12.8%,1.6%
Cc1cc(NC(=O)CSc2nnc(-c3ccco3)o2)no1,-1.8%,-6.3%[38.3 µM],-6.6%,-1.5%,-18.6%[46.1 µM],10.6%,-0.7%
Cc1oc(-c2ccc(Cl)cc2)nc1CN1CCCC(C(=O)NCc2ccccn2)C1 (configuration not stated),-9.8%,7.3%[38.3 µM],7.3%,?,-11.3%[46.1 µM],1.8%,-0.9%
FC(F)Oc1ccc(-c2csc(NNC3=NCCCCC3)n2)cc1,1.6%,15.6%,-9.2%,.,-37.1%,-11.0%,-3.2%
CNS(=O)(=O)c1cccc(C(=O)OCC(=O)Nc2sc3c(c2C#N)CCCCC3)c1,.,.,4.8%,-14.6%,?,22.0%,-0.9%
Cc1ccc(S(=O)(=O)C2(C(=O)N3CCCCCC3)CC2)cc1,-0.6%,-2.5%[38.3 µM],-0.6%,-19.5%,?,-10.8%,-1.4%
COC(=O)[C@@]1(Cc2ccc(F)cc2)[C@H]2c3cc(C(=O)N(C)C)n(Cc4ccc(OC(F)(F)F)cc4)c3C[C@H]2CN1C(=O)c1ccccc1,0.5%&0.3%,1.9%&11.4%,1.9%[2.36 µM],?,-33.2%,?,3.1%&2.3%
Cc1cc(NC(=O)c2ccc(COc3ccc(Cl)c(C)c3)o2)no1,3.5%,-3.0%[38.3 µM],8.9%,5.9%,-7.3%[46.1 µM],-9.2%,-0.8%
COc1ccccc1CNC(=O)CSc1ccc(C)cc1,2.5%,19.6%,-5.7%,-3.6%,1.6%,14.3%,0.0%
CC(C)c1nc(SCC(=O)Nc2c[nH]c(=O)[nH]c2=O)c2cnn(-c3ccccc3)c2n1,-0.7%,-11.3%,1.1%,.,7.3%,7.7%,-4.2%
C=CCn1c(=NC(=O)c2ccc(S(=O)(=O)N3CCc4ccccc4C3)cc2)sc2cc(S(N)(=O)=O)ccc21,-0.5%,-2.8%,-28.7%,5.2%,-9.9%,-24.8%,1.0%
CC(=O)N1N=C(c2cccc([N+](=O)[O-])c2)OC1c1ccc(Cl)cc1Cl (configuration not stated),0.9%,20.5%[38.3 µM],-17.6%,13.3%,?,1.9%,-2.3%
COC(=O)C1CCN(C(=O)COC(=O)[C@@H]2CC(O)CN2S(=O)(=O)c2ccc3c(c2)OCCO3)CC1 (some centres not stated),-1.5%,15.0%,3.2%,-10.5%,9.7%,20.8%,-0.9%
Cc1ccc(C(=O)N/C(=C/C=C/c2ccccc2)C(=O)NCc2ccco2)cc1,1.9%,1.0%[38.3 µM],-9.4%,-1.3%,-29.0%[46.1 µM],-22.0%,-1.1%
Cc1cc2cc(CNC(=O)Cc3ccc([N+](=O)[O-])cc3)ccc2[nH]1,-0.3%,15.0%,-10.5%,.,0.8%,16.8%,-3.4%
N#CCCN1CCCc2cc(N=Nc3ccc(C(F)(F)F)cc3)ccc21,.,.,.,.,?,-29.5%[9.22 µM],0.1%
CCOC(=O)C1CCCCN1Cc1ccc(OC)c(OC)c1OC (configuration not stated),-1.8%,-2.7%[38.3 µM],3.6%,-7.1%,-16.5%[46.1 µM],0.9%[9.22 µM],0.8%
CC(C)CNC(=S)N1CCC(c2nc(-c3ccc(F)cc3)no2)CC1,0.0%,14.5%,5.4%,?,-4.1%,?,6.2%
COCc1cc(C)n(CC(=O)NCc2ccccc2)c(=O)c1C#N,2.2%,-2.7%,4.2%,-0.7%[46 µM],8.7%,22.6%,1.3%
COc1ccc(-c2csc(N(CCCN(C)C)C(=O)c3cccs3)n2)cc1,-2.4%,18.0%[38.3 µM],-1.3%,-3.3%,3.0%[46.1 µM],6.7%,0.0%
COc1ccc(N2CCN(C(=S)NCc3ccccc3)CC2)cc1,-0.8%,9.1%,-6.7%,?,0.3%,6.0%,-2.1%
CC(C)(C)OC(=O)NCCc1nnc(SCC(=O)Nc2ccc(Br)cc2)o1,.,.,8.0%,.,23.3%,7.2%[9.22 µM],-0.9%
COc1ccc(N2C(=O)C(Cl)=C(Nc3ccc(OC)cc3OC)C2=O)cc1,0.7%,3.0%,-17.1%,27.0%[46 µM],-26.5%,-9.9%,-4.8%

# Bioassay records deposited in PubChem by National Center for Advancing Translational Sciences (NCATS).
